CRFR2-BP ag: agonists of CRF-BP/CRF-R2 complex, primary screen, cell-based, HEK293, calcium dye fluorescence, uHTS | calcium dye fluorescence (FLIPR); percent of saturating CRF peptide response | 350,000 compounds, 0.46% hits | CRF-binding protein / CRF receptor 2 complex (human) | activation, % at 13.2 µM;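 active means activation of at least 50%, plus an integration ratio under a set limit after plate pattern correction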;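 further: plate controls were neutral control wells without compound for no effect and CRF at EC100 for full effect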
CRFBP-R2 block: antagonists of CRF-BP/CRF-R2 complex, primary screen, cell-based, HEK293, calcium dye fluorescence, uHTS; AID 588475, 2011; inhibition, % at 11.8 µM; 350,000 compounds, 0.59% hits; CRF-induced calcium fluorescence;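 active means inhibition of the ligand-induced calcium signal above about 50% at the single tested concentration, limit read from the data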
CHRM5 agonist: human M5 muscarinic receptor agonists, primary screen, CHO-K1 cells, Fluo-8 calcium fluorescence. CHO-K1 hM5 cells; 0% DMSO wells, 100% maximal acetylcholine response. activation, % at 3 µM. 360,000 compounds, 0.19% hits. AID 624037, 2012;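 active means activation above the run's mean over test compounds plus 3 SD, cut at about 23% in these data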;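 further: signal is peak over basal fluorescence ratio across the kinetic read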
Target sequence (P08912 whole entry, looked up): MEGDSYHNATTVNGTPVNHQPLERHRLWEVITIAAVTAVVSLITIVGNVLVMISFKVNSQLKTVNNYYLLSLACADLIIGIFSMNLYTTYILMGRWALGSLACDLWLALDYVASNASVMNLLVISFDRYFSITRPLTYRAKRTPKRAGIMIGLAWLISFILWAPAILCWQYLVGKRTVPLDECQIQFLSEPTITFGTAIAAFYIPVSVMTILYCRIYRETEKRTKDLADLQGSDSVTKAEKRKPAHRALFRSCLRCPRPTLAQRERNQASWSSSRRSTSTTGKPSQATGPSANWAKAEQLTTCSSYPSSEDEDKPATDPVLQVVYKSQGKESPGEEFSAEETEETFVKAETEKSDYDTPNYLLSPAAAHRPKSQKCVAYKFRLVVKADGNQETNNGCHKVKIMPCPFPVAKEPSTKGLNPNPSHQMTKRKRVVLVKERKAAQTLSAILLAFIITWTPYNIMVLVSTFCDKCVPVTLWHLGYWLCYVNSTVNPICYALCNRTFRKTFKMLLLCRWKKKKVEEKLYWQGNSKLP
M5 antag: human M5 muscarinic receptor antagonists, primary screen, CHO cells, Fluo-8 calcium fluorescence; AID 624040, 2012; CHO-hM5 cells, ACh EC80; Muscarinic acetylcholine receptor M5 (Homo sapiens), P08912; 360,000 compounds, 0.59% hits; inhibition, % at 3 µM;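 active means inhibition above a per-plate cutoff, the mean of that plate's test compounds plus 3 SD, cut at about 27% in these data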;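 further: 0% = acetylcholine EC80 with DMSO and 100% = DMSO without agonist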
M4 ag: human M4 muscarinic receptor agonists, primary screen, CHO-K1 cells, Fluo-8 calcium fluorescence; Muscarinic acetylcholine receptor M4 (Homo sapiens), P08173; CHO-K1 hM4/Gqi5; vehicle 0%, full acetylcholine response 100%; activation, % at 3 µM; 360,000 compounds, 0.14% hits;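 active means activation above the run mean over all test wells plus 3 SD, cut at about 32% in these data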;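 further: peak over basal fluorescence ratio per well then scaled between controls; 0% = DMSO wells and 100% = acetylcholine at EC100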
Target sequence (P08173 whole entry, looked up): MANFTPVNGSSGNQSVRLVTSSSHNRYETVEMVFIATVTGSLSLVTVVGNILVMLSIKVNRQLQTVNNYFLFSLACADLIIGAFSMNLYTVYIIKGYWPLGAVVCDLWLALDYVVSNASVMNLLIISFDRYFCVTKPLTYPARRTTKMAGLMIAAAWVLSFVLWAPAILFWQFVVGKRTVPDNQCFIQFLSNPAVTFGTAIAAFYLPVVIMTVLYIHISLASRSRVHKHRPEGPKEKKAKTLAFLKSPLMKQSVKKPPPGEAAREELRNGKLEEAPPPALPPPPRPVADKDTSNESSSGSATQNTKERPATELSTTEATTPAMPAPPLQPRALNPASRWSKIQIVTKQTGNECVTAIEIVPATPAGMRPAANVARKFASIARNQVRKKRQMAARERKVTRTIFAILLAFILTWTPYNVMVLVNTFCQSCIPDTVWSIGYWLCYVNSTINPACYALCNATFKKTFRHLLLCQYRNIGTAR
IDE inh: human IDE inhibitors in live cells, primary screen, fluorescence polarization, HEK cells, FAbetaB substrate; 320,000 compounds, 0.41% hits; Insulin-degrading enzyme (Homo sapiens), P14735; FAbetaB cleavage; AID 434962, 2010; inhibition, % at 5.59 µM;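 active means percent inhibition above the average of all tested compounds plus 3 SD, set per screening campaign, cut at about 16% in these data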;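 further: IDE supplied by intact live HEK cells; FP after avidin binding of uncleaved biotin substrate so inhibition keeps polarization high; 0% = DMSO wells and 100% = 60 µM reference IDE inhibitor Ii1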
CHRM4 PAM: human M4 muscarinic receptor positive allosteric modulators, primary screen, CHO-K1 cells, Fluo-8 calcium fluorescence. Muscarinic acetylcholine receptor M4 (Homo sapiens), P08173. CHO-K1 hM4/Gqi5, ACh EC20; 0% = ACh EC20, 100% = maximal ACh. activation, % at 3 µM. 360,000 compounds, 0.4% hits. AID 624126, 2012;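 active means activation above its plate's cutoff, the mean activation of sample wells plus 3 SD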; further: some results filed as inactive read as strong as hits
M4 antag: human M4 muscarinic receptor antagonists, primary screen, CHO cells, Fluo-8 calcium fluorescence. 360,000 compounds, 0.73% hits. CHO-hM4 cells, ACh EC80. AID 624125, 2012. inhibition, % at 3 µM. Muscarinic acetylcholine receptor M4 (Homo sapiens), P08173;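 active means inhibition above its plate's cutoff, the mean inhibition of sample wells plus 3 SD, cut at about 27% in these data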;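 further: 0% = acetylcholine EC80 with DMSO and 100% = DMSO without agonist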
M5 PAM: human M5 muscarinic receptor positive allosteric modulators, primary screen, CHO-K1 cells, Fluo-8 calcium fluorescence; CHO-K1 hM5, ACh EC20 PAM; 0% = ACh EC20, 100% = ACh EC100; 360,000 compounds, 0.3% hits; activation, % at 3 µM; Muscarinic acetylcholine receptor M5 (Homo sapiens), P08912;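 active means activation above the run cutoff, the mean activation of all test compounds plus 3 SD, cut at about 18% in these data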
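Replicates: One well per compound, no replicates | System: Human M5 receptor in CHO-K1 cells | Benchmarks: Low control EC20 acetylcholine (0%), high control EC100 acetylcholine (100%) | Probe or stimulus: Acetylcholine, EC20 level | Times: Fluo-8 loading 80 min at 37 °C plus 30 min room temperature | Signal: Intracellular calcium via Fluo-8 fluorescence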
Starred values were filed as active, the others as inactive; / = no result given.

SMILES	CRFR2-BP ag	CRFBP-R2 block	CHRM5 agonist	M5 antag	M4 ag	IDE inh	CHRM4 PAM	M4 antag	M5 PAM
O=C1C(=O)N(CCCN2CCOCC2)C(c2ccc(F)cc2)/C1=C(/O)c1ccccc1 (stereo unspecified)	4.9	-0.2	-2.7	5.2	0.3	3.3	2.0	-2.6	-1.3
O=C(CNC(=O)c1[nH]cnc1C(=O)N[C@@H](Cc1ccccc1)C(=O)OCc1ccccc1)OCc1ccccc1	10.3	-15.5	0.0	21.1	10.2	-1.2	-4.3	13.4	-19.3
O=C(c1ccco1)N(Cc1ccc([N+](=O)[O-])cc1)c1ccc(Cl)cc1	-3.7	29.4	-7.0	0.7	-1.4	4.7	-9.2	-7.3	-14.4
O=C1CC(NCc2ccncc2)C(=O)N1c1ccccc1 (stereo unspecified)	2.6	27.6	1.3	-3.8	-0.2	6.2	0.0	4.5	2.7
Cc1ccc(S(=O)(=O)Nc2cc(=O)[nH]c(SCC(=O)Nc3cccc(C(F)(F)F)c3)n2)cc1	-0.8	109.9*	-4.2	19.4	1.7	/	0.1	0.1	-7.2
COc1ccc(C2Nc3ccccc3C(=O)N2c2ccc(C)cc2)cc1Cn1nnc2ccccc21 (stereo unspecified)	0.7	2.3	-1.4	9.0	5.5	0.7	-2.0	0.7	-6.8
CCCCOc1ccc(C(=O)NNC(=O)c2cnccn2)cc1OC	-1.4	2.1	2.5	-2.7	-0.4	-3.0	4.9	-5.2	-4.2
CCCn1c(SCC(=O)NC2CCCC2)nnc1-c1ccccn1	-3.1	1.0	1.1	-4.9	1.5	3.1	4.2	-3.2	6.7
CN(C)C(=O)N1CCCC(C(=O)NCc2ccccc2Cl)C1 (stereo unspecified)	1.0	5.2	-0.4	-0.3	1.4	1.4	3.0	5.2	0.3
CNC(=O)c1ccc(NC(=O)/C=C/c2cccc(F)c2)cc1	-2.4	-10.9	2.4	8.8	3.9	-3.0	-0.5	-0.6	3.4
COc1ccc(S(=O)(=O)N(CCCN2CCOCC2)Cc2cccc(OC)c2OC)cc1	-0.3	-14.5	-4.0	1.2	1.4	3.0	4.5	0.1	-1.2
CCOC(=O)CCCn1nc(C)n2c(cc3sccc32)c1=O	0.9	1.1	-1.7	-6.1	1.8	1.7	4.1	-2.4	15.5
CCOC(=O)C1=CCC(c2cccs2)N(S(=O)(=O)c2ccc(C)cc2)C1 (stereo unspecified)	/	/	-3.2	4.2	-1.8	/	-8.9	2.0	-9.4
Cn1cc(S(=O)(=O)N2CCN(c3cccc(C(F)(F)F)c3)CC2)c(=O)n(C)c1=O	-1.4	9.1	1.6	-3.5	3.1	3.2	5.1	-17.4	-0.6
Cc1nc2ccc(C(=O)O)cc2c2c1CC(CN)O2 (stereo unspecified)	1.1	-5.2	-0.4	10.2	0.5	0.4	6.6	-5.5	-3.1
COc1ccc(OC)c(NC(=O)Nc2cnccn2)c1	0.1	1.7	-3.7	-0.2	0.8	/	3.3	4.3	4.1
CCOC(=O)C1CCCN(Cc2ccccc2Cl)C1 (stereo unspecified)	0.4	21.1	-5.6	12.0	-1.0	-2.0	-4.4	2.4	-3.9
O=C(Nc1ccccn1)c1onc2c1CCCC2	1.3	21.3	-1.6	-1.4	0.6	2.5	1.3	-10.6	0.6
NS(=O)(=O)c1cc(Cl)c(Cl)c(S(N)(=O)=O)c1	-1.8	-8.5	0.3	0.3	1.4	0.6	-6.0	23.4	2.8
CCc1c(C)nc2cc(-c3ccccc3)[nH]n2c1=O	-5.0	-14.5	0.3	4.7	1.1	0.4	-1.8	-2.0	-2.0
O=c1c2[nH]c3ccccc3c2nc2n1CCCS2	1.4	-3.2	-0.6	14.7	-0.4	5.7	2.8	-2.1	-4.9
Cc1nn(-c2cc(Cl)ccc2Cl)c(C)c1C(=O)O	-2.5	31.7	1.5	-2.8	0.3	0.8	-1.4	-7.4	-5.4
COc1ccc(CCNC(=O)CCCCC(=O)NCCc2ccc(OC)cc2)cc1	2.5	-5.5	-3.0	15.6	-0.2	3.8	-0.9	0.1	-2.2
S=C(Nc1ccc(N2CCOCC2)cc1)Nc1ccc2nc(-c3ccco3)c(-c3ccco3)nc2c1	22.8	-17.8	4.2	6.4	2.0	13.9	13.5	-5.9	-0.1
CC1CCCCN1c1nnc(NC(=O)Cn2c(=O)oc3ccccc32)s1 (stereo unspecified)	1.5	-8.8	2.2	-0.9	0.7	-0.2	-9.6	13.2	-1.6
CCOC(=O)C1=C(C)N=C2SC(C)C(=O)N2C1c1ccccc1 (stereo unspecified)	-0.4	4.7	-1.7	-0.8	0.5	-3.6	12.4	-3.3	3.1
COc1ccc(C(=O)Nc2ccc(OCc3ccccc3)cc2)cc1[N+](=O)[O-]	2.2	-23.1	-1.2	-0.2	0.9	-1.1	9.8	1.7	-3.2
O=C(COc1ccc2ccccc2c1Br)N1CCCCC1	0.3	-10.2	-1.8	1.1	0.8	-1.8	-2.9	9.3	1.3
COc1ccc(-c2cnc3c(NC(C)=O)cc(-c4cccc(C(=O)NCCO)c4)cn23)cc1OC	/	/	0.4	1.4	-1.4	/	4.1	-2.1	-1.4
O=C(C1=C(O)C(=O)N(CCN2CCOCC2)C1c1ccc([N+](=O)[O-])cc1)c1cc2ccccc2o1 (stereo unspecified)	1.5	-1.5	-2.3	6.7	0.2	-1.1	-1.8	0.3	-3.5

Full records from above:
S=C(Nc1ccc(N2CCOCC2)cc1)Nc1ccc2nc(-c3ccco3)c(-c3ccco3)nc2c1 as listed: CRFR2-BP ag: 22.8; CRFBP-R2 block: -17.8; CHRM5 agonist: 4.2; M5 antag: 6.4; M4 ag: 2.0; IDE inh: 13.9; CHRM4 PAM: 13.5; M4 antag: -5.9; M5 PAM: -0.1
CCOC(=O)C1=C(C)N=C2SC(C)C(=O)N2C1c1ccccc1 (stereo unspecified) as listed: CRFR2-BP ag: -0.4; CRFBP-R2 block: 4.7; CHRM5 agonist: -1.7; M5 antag: -0.8; M4 ag: 0.5; IDE inh: -3.6; CHRM4 PAM: 12.4; M4 antag: -3.3; M5 PAM: 3.1

Next part
SMILES	CRFR2-BP ag	CRFBP-R2 block	CHRM5 agonist	M5 antag	M4 ag	IDE inh	CHRM4 PAM	M4 antag	M5 PAM
CSC1=N/C(=C/c2cccnc2)C(=O)N1Cc1ccccc1	-2.0	6.8	1.5	-7.8	-0.7	4.0	5.7	2.5	14.3
O=C(CSc1ccc(-c2ccc(F)cc2)nn1)NCc1ccco1	-1.3	19.7	-2.8	1.7	0.2	0.3	12.6	-14.7	-0.8
CCc1ccc(N2CC(C(=O)NCCC3=CCCCC3)CC2=O)cc1 (stereo unspecified)	-0.5	-4.1	-4.1	-10.6	1.0	0.7	10.5	-3.9	5.2
Cc1nnc(NC(=O)COc2ccc3c(C)cc(=O)oc3c2)s1	-2.3	9.4	-1.2	1.3	0.0	3.0	7.0	3.0	4.2
COc1ccc(CC(=O)c2ccc(OC)c(OC)c2C)cc1OC	2.0	14.9	5.4	9.2	7.9	2.0	-10.5	0.9	-12.0
COCCn1c(SCC(=O)NC2CCCC2)nc2c(c1=O)SCC2	0.0	5.2	-4.0	3.3	-1.2	2.3	1.9	0.7	-2.8
Cc1noc(C)c1COc1ccccc1C(=O)NCCc1ccccc1	1.2	10.2	0.7	-0.8	6.1	/	0.4	6.9	-1.3
CC(=O)/C(=N\Nc1ccccc1)Sc1nncn1C	-1.5	9.5	1.1	2.3	0.3	1.7	3.9	1.4	-1.5
COc1ccc(N(C)C(=O)c2ccc3nc(-c4ccccc4)c(-c4ccccc4)nc3c2)cc1	3.1	-3.4	-7.4	4.0	-0.9	6.9	-0.7	5.5	-4.8
CCc1nnc(NC(=O)c2cccc(OC)c2)s1	1.8	-9.0	-1.0	-5.3	0.6	5.4	1.5	3.1	-0.9
C#CCOCCOCCOCCNc1nc(N2CCN(C(=O)[C@H]([C@@H](C)CC)n3cc(CCCCN)nn3)CC2)nc(N2CCN(C(=O)[C@H](C)n3cc(CCC(=O)O)nn3)CC2)n1	0.7	13.8	1.1	10.8	1.6	2.1	3.9	1.4	1.1
COc1cccc(-n2c(SCC(=O)Nc3ccc4c(c3)CCC4)nc3ccccc3c2=O)c1	1.3	-7.3	-4.3	14.9	0.4	12.4	4.0	1.6	-5.7
CCCCOc1ccc(C2(C(=O)O)CCCC2)cc1	0.0	19.8	-0.3	-0.4	0.3	-0.9	2.8	-1.2	5.3
C=CCNC(N)=S	2.9	-1.4	-2.0	-11.4	0.7	1.0	2.3	-9.9	-0.1
c1ccc2sc(C3CCN(Cc4nnnn4Cc4ccc5c(c4)OCO5)CC3)nc2c1	3.5	37.4	1.8	2.5	1.5	1.8	-8.2	-0.2	-0.3
COc1ccc(-c2cc(C(=O)Nc3ccccc3SC)no2)cc1	6.5	-12.2	-6.9	-1.5	-0.1	2.5	13.2	-8.6	6.7
Cn1c(CN2CCCC2)nc2cc(NS(=O)(=O)c3ccc(Cl)cc3)ccc21	28.4	-49.4	5.7	-2.1	10.7	1.9	5.4	-11.3	-0.8
CCc1cc2c(-c3ccccc3)cc(=O)oc2c(CN2CCOCC2)c1O	8.7	-2.2	-3.9	-1.9	1.0	9.2	12.8	-3.3	4.1
CCOC(=O)C(C)CC(C)C(=O)N1CCOCCN(C(=O)C(C)CC(C)C(=O)OCC)CCOCC1 (stereo unspecified)	0.3	19.6	-1.0	-0.1	0.8	-1.4	0.9	-10.3	-2.1
CC(C)c1cc(NCC2CCCO2)n2c(nc3ccccc32)c1C#N (stereo unspecified)	-0.6	-7.4	-9.9	-3.9	3.1	0.9	-1.6	3.7	-2.2
CC(C)(C)c1ccc2c(c1)N(CC(=O)O)C(=O)CO2	0.9	-9.0	-2.0	5.2	1.7	2.8	4.7	3.7	-0.1
CCC(=O)NC(c1ccc(N(C)C)cc1)c1c(O)ccc2ccccc12 (stereo unspecified)	-0.9	-30.8	-1.2	9.1	2.2	-1.6	-0.3	-10.5	-4.6
C=CCN(C(=O)CNC(=O)c1ccco1)C(C(=O)NC1CCCC1)c1ccc(OC)cc1 (stereo unspecified)	-1.2	3.1	-1.7	-5.6	2.7	8.2	9.1	-12.6	3.5
O=C(CN1CCN(c2ccccc2O)CC1)NC(c1ccccc1)c1ccccc1	0.4	-11.3	-3.4	4.5	0.4	-3.3	-2.0	2.7	-0.8
Cc1ccc(C(=O)NCc2ccc3c(c2)OCO3)cc1	-0.6	10.1	-0.3	9.2	0.6	2.9	3.9	-2.5	0.4
Cc1cc(NS(C)(=O)=O)c(=O)n(Cc2cccc(C(F)(F)F)c2)c1	2.0	1.2	1.4	5.0	0.9	/	0.6	-0.3	-2.0
CCCCN1C(=O)C(CC(=O)NCCCN(C)C)CC(C(=O)N(C(C)C)C(C)C)=C1C (stereo unspecified)	/	/	-0.1	-3.8	0.9	/	7.3	-2.4	0.8
C/C(=N\NC(=O)c1ccc(N)cc1)C1CC1	0.5	8.4	-0.6	-2.4	1.3	-4.7	0.8	5.2	-4.0

Screening results from PubChem BioAssay.
